Screening data deposited in PubChem BioAssay by several laboratories.
CSM14.1 death rescue = protection against thapsigargin-triggered cell killing – 384-well, CSM14.1, ATP luminescence, primary screen (AID 1222); CSM14.1 thapsigargin-induced death rescue, ATP luminescence; higher % means a stronger effect; cellular ATP content (survival), % at 20 µM, or EC50 in µM where a hit was titrated; 190,000 tested, under 10 active;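 active = EC50 below 50 µM in the dose-response confirmation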;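 also: death triggered by thapsigargin at about 15 µM added after 2 h compound pretreatment; cell ATP read after overnight thapsigargin exposure of roughly 18 to 22 hours; normalized against plate controls of thapsigargin alone and 5% DMSO vehicle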
bCat nuc transl = modulators of beta-catenin nuclear translocation. HeLa beta-catenin nuclear translocation, immunofluorescence imaging. actives 0.3% (n = 190,000). nuclear translocation activity, % at 5 µM;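 active = nuclear translocation activity above 50% at 5 µM, with a well cell count of 50 or more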;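 also: per-cell ratio of nuclear to cytoplasmic median beta-catenin stain intensity; plate controls were DMSO negative control for no effect and GSK-3 inhibitor IX positive control for full effect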
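Signal – beta-catenin immunofluorescence imaging with DAPI · Test system – human HeLa cell line · Dosing – 5 µM primary single dose, 0.1% DMSO, 0.02–20 µM confirmation series · Measure – % activation, nuclear-to-cytoplasmic median beta-catenin signal ratio per cell · Incubation – 24 h compound exposure at 37°C, 5% CO2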
M1AAP inhibition = malaria alanyl aminopeptidase activity blockers – biochemical, fluorogenic H-Leu-NHMec substrate, 1536-well (AID 1445) | recombinant M1AAP, H-Leu-NHMec fluorogenic kinetic assay; higher % means a stronger effect | actives 0.42% (n = 220,000) | inhibition, % at 30 µM, or IC50 in µM where a hit was titrated;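 active = primary inhibition above the hit cutoff, then over 50% inhibition at one or more dose response concentrations, cut at about 23% in these data, passing the limit was not always enough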;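 also: plate controls were DMSO full reaction for no effect and no enzyme background for full effect; strong numbers were not always called active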
Autophagy mod = autophagy modulation, high-content screen; MEF GFP-LC3 puncta imaging; test concentration mostly 10 µM; calls only at 10 µM (by protocol); actives 0.98% (n = 190,000);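 active = percentage of spot-positive cells more than 3 SD above its plate mean, without a fluorescence outlier flag or 80% toxicity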;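 also: spot-positive cell cutoff set from DMSO-treated cells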
MT stabilizer = microtubule stabilization, imaging screen; actives 0.83% (n = 200,000); HeLa tubulin immunostaining HCS, 24 h; share of cells brighter than vehicle mean+2SD; % tubulin-high responders, % at 10 µM; AID 2205;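 active = plate Z-score above 3 for both tubulin-high and condensed-nucleus cell shares, with cell loss under 80%, at 10 µM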;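 also: anti alpha tubulin signal scored within the nucleus-defined area of each cell; some results filed as inactive read as strong as hits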
Ins promoter up = MIN6 insulin promoter up-regulation; MIN6 insulin promoter-GFP reporter, high-content imaging; stronger effect = higher value; z-score at 5 µM; actives 0.3% (n = 190,000); AID 1625;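 active = z-score above 3 at 5 µM with at least 500 cells counted in the well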
Dynein transport = dynein cargo transport inhibition. 3617.4 mouse cells, GR-EGFP nuclear translocation imaging; test concentration mostly 20 µM; stimulated with dexamethasone, 1 µM; stronger effect = lower value. z-score, hits read low. actives 0.47% (n = 220,000). AID 1381;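 active = plate z-score of nuclear minus cytoplasmic receptor signal below a set negative limit, without overly bright fluorescence or cell loss, cut at about -3.5 in these data, passing the limit was not always enough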;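 also: z-score of nuclear minus cytoplasmic ring GR-EGFP intensity difference per well; some compounds called inactive have numbers as strong as hits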
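Buffer or medium: tetracycline-free induction medium containing charcoal-stripped FBS / Reagent: dexamethasone agonist, 1.0 µM final, for 30 min / Technique: automated 10x imaging of fixed Hoechst-stained cells / Times: induction 48 h, compound 1 h, agonist 30 min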
M17LAP inhibition = P. falciparum M17LAP inhibitors, primary screen, biochemical, fluorogenic H-Leu-NHMec substrate, 1536-well (AID 1619); recombinant M17LAP, H-Leu-NHMec fluorogenic kinetic assay; higher % means a stronger effect; actives 0.38% (n = 220,000); inhibition, % at 30 µM; hits with a dose series show IC50 in µM;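 active = compound inhibiting the enzyme by more than half at any dose during confirmatory dose-response retesting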;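 also: plate controls were full reaction with DMSO carrier for no effect and no enzyme background for full effect; strong numbers were not always called active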
K1F lysis inhibition = inhibition of K1F phage lysis, E. coli UTI89, bacterial capsule biogenesis inhibitors, alamar blue (AID 488966); E. coli UTI89 K1F phage lysis, alamar blue, 2 h; higher % means a stronger effect; one-dose inhibition, % at 100 µM; IC50 in µM for titrated hits; actives 0.02% (n = 340,000);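 active = phage lysis inhibition, versus mean bacterial control, above a set limit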;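 also: capsule biogenesis inhibitors block K1F phage lysis so surviving cells raise fluorescence; higher fluorescence means more inhibition of phage lysis; actives were called in the ten point dose series up to 300 µM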
Dynein transport cytoplasmic EGFP = recorded beside Dynein transport, whose call it bears; z-score; measured here: cytoplasmic GR-EGFP intensity; stronger effect = higher value
Dynein transport nuclear GR-EGFP = recorded beside Dynein transport, whose call it bears; z-score; measured here: nuclear GR-EGFP intensity;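 lower value marks the stronger effect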
Dynein transport cell count = also measured in Dynein transport; calls as there; z-score; measured here: cell count per field
Ins promoter up cell count = recorded beside Ins promoter up, whose call it bears; cell count; measured here: cytotoxicity, nuclei count;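 total cells summed across four imaged fields per well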
bCat nuc transl cell count 5 µM = also measured in bCat nuc transl; calls as there; cell count; measured here: cell count, cytotoxicity flag
MT stabilizer Hoechst-high % = further read-out of MT stabilizer, marked with its call; % Hoechst-high responders; measured here: nuclear condensation Hoechst responders;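 share of cells brighter than vehicle mean plus two SD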
MT stabilizer cytotoxicity % = also measured in MT stabilizer; calls as there; toxicity, %; measured here: cytotoxicity by cell density;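 0% = mean cell density of plate MIN control wells and 100% = no cells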
Autophagy mod cell loss 18 h = also measured in Autophagy mod; calls as there; toxicity, %; measured here: cell loss, nuclei count;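 cell loss after 18 h compound exposure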
An asterisk follows results filed as active; i = inactive; . = no result given; + = active, no number; [ ] = dose if it differs, or a comment.

SMILES	CSM14.1 death rescue	bCat nuc transl	bCat nuc transl cell count 5 µM	M1AAP inhibition	Autophagy mod	Autophagy mod cell loss 18 h	MT stabilizer	MT stabilizer Hoechst-high %	MT stabilizer cytotoxicity %	Ins promoter up	Ins promoter up cell count	Dynein transport	Dynein transport cytoplasmic EGFP	Dynein transport nuclear GR-EGFP	Dynein transport cell count	M17LAP inhibition	K1F lysis inhibition
CCCCNc1c([N+](=O)[O-])cc(C)cc1[N+](=O)[O-]	-1.6%	.	.	4%	i	-2	1.6	1.4	3.8	.	.	-0.58	-0.23	-0.56	0.4	-10%	-1.1%
COc1cccc(Oc2ccc(C(F)(F)F)cc2N)c1	0.1%	-1.2	1129	1%	i	12	3.8	1.4	5.7	0.11	1411	0.02	-0.16	0.13	-0.35	0%	-3.8%
CCOC(=O)c1ccc(NC(=O)NC2CC3CCC(C2)N3)cc1 (stereo unspecified)	0.8%	0.8	1419	5%	i	-11	4.2	3.9	5.9	0.81	1301	-0.84	-0.2	-0.71	1.2	-3%	2.3%
Cn1c(SCC(=O)c2ccccc2)nc2cccnc21	-0.3%	.	.	2%	i	-6	1.8	1.6	5.2	-0.2	1199	-1.1	-0.25	-0.46	0.1	5%	0.2%
C=CCOC(=O)C1=C(C)NC(=S)NC1c1cccs1 (stereo unspecified)	-2.6%	-2.4	789	2%	i	-5	2.1	2.2	5.3	0.7	1292	-0.23	-0.22	-0.17	0.71	-9%	-0.1%
Fc1ccc(Sc2nc(-c3ccccc3)nnc2C(F)(F)F)cc1	-2.2%	1.4	989	3%	i	1	1.4	2.2	1.5	-0.57	1489	-2.1	0.24	-1.4	0.19	1%	-0.2%
COc1ccc(OC)c(NC(=O)CSc2nnc(-c3ccco3)n2-c2ccccc2)c1	-1.7%	.	.	1%	i	-5	1.8	1.7	5.8	-0.04	1349	0.98	-0.22	0.34	1	3%	5.2%
COCCn1c(C)cc(C(=O)CSc2cc(C)c3ccc(OC)cc3n2)c1C	0.9%	-1.2	1142	9%	i	2	2.5	1.6	7.3	-0.31	1417	-0.047	-0.21	0.25	-0.28	16%	-0.1%
CC(C)CCN(C)C1CCN(S(=O)(=O)c2ccc(F)cc2)CC1	-2.9%	3.0	1075	2%	.	.	10	1.1	6.1	0.14	2059	2.2	0.25	1.8	-1.3	0%	-0.3%
O=C(CC(c1ccccc1)c1cc(Cl)ccc1O)N1CCOCC1 (stereo unspecified)	.	.	.	-1%	i	4	1.4	1.8	23	0.08	1252	-1.3	-0.2	-0.56	0.57	8%	0.3%
Cc1cc(NC(=O)COc2ccc(N(C)S(=O)(=O)c3ccccc3)cc2)no1	-1.2%	-2.1	816	-2%	i	5	7.1	2.5	3.9	0.75	1505	1.5	-0.31	0.44	-0.069	-2%	6.9%
CC(C)n1c(C(F)(F)F)nc2cc(C(=O)N3CCC(O)CC3)ccc21	.	-1.0	1375	3%	.	.	.	.	.	-0.02	1094	0.13	-0.22	0.47	0.17	2%	-0.6%
COc1oc(-c2ccccc2C)nc1C(F)(F)F	-1.9%	-2.6	954	0%	i	0	2.3	1.9	7.6	0.68	1325	-0.46	-0.24	-0.12	0.68	-2%	0.1%
COc1ccccc1COC(=O)N/C=C/c1ccco1	5.5%	-0.2	963	7%	i	20	4.8	3.3	8.2	0.43	1585	-1.5	-0.23	0.023	0.63	4%	0.0%
CCOc1cc(/C=C2\C(=O)N(CCC#N)N=C2C)ccc1OCC(N)=O	-1.6%	-2.3	1045	1%	i	29	1.2	1.6	8.9	0.34	1711	0.75	-0.36	0.24	-0.079	5%	-0.9%
CC(C)(C)NC(=O)NC(=O)COC(=O)Cc1c(F)cccc1Cl	-1.9%	-2.1	1046	4%	i	0	3.2	1.1	5.0	-0.82	1493	0.51	-0.33	0.25	-0.4	-5%	0.1%
CCNC(=O)NC(=O)C(C)OC(=O)CCCc1nc2ccccc2s1 (stereo unspecified)	-14%	1.1	1141	2%	i	-21	3.7	2.2	7.8	-0.28	1303	0.43	-0.22	0.5	-0.73	-1%	0.4%
COC(=O)/C(C(C)=O)=C(/C=C/C=C/N(C)C)N(C)C	-1.3%	-3.7	1216	5%	i	2	2.3	2.5	11	-0.65	924	-0.41	-0.11	-0.37	1	-4%	4.0%
CCc1ccc2[nH]c3nc(SCc4nnc(-c5ccccc5)o4)nnc3c2c1	.	0.3	1341	-1%	.	.	.	.	.	-0.06	1057	-0.73	-0.46	-0.57	0.42	-3%	0.2%
COc1cc(C(=O)N/N=C(\C)c2ccc3c(c2)OCO3)cc(OC)c1OC	-1.0%	12	884	2%	+	47*	20*	51*	54*	0.53	838	0.13	-0.31	-0.27	0.69	1%	-0.7%

Overlap with the part before: two entries; new compounds follow.
SMILES	CSM14.1 death rescue	bCat nuc transl	bCat nuc transl cell count 5 µM	M1AAP inhibition	Autophagy mod	Autophagy mod cell loss 18 h	MT stabilizer	MT stabilizer Hoechst-high %	MT stabilizer cytotoxicity %	Ins promoter up	Ins promoter up cell count	Dynein transport	Dynein transport cytoplasmic EGFP	Dynein transport nuclear GR-EGFP	Dynein transport cell count	M17LAP inhibition	K1F lysis inhibition
CCc1ccc2[nH]c3nc(SCc4nnc(-c5ccccc5)o4)nnc3c2c1	.	0.3	1341	-1%	.	.	.	.	.	-0.06	1057	-0.73	-0.46	-0.57	0.42	-3%	0.2%
COc1cc(C(=O)N/N=C(\C)c2ccc3c(c2)OCO3)cc(OC)c1OC	-1.0%	12	884	2%	+	47*	20*	51*	54*	0.53	838	0.13	-0.31	-0.27	0.69	1%	-0.7%
COC(=O)C1=C(C(=O)OC)[C@@H]2N(Cc3ccccc3)c3ccccc3[C@@]23C[C@@H](CO)N(C(=O)NC2CCCC2)C3=N1	.	-0.3	1185	-3%	.	.	.	.	.	0.26	997	-1.3	-0.77	-0.55	1.3	-11%	1.5%
CCCCC(=NCCc1c(C)[nH]c2ccccc12)C1=C(O)CC(c2ccccc2)CC1=O (stereo unspecified)	-1.4%	50*	352*	1%	i	42	9.4	9.9	56	0.75	933	2.2	0.065	0.71	-2	21%	0.5%
COCCNc1nc(-c2ccc(OC)cc2)c(-c2ccc(OC)cc2)s1	1.2%	-2.4	1099	6%	i	18	2.1	2.1	4.7	-0.28	1193	0.56	-0.21	-0.071	0.34	1%	0.1%
Cc1nc2c(c(=O)c3ccccc3n2C)c(=O)n1-c1ccccc1	.	0.0	1337	3%	.	.	.	.	.	0.03	1131	-0.73	-0.25	-0.33	0.44	0%	-1.0%
Nc1nnc(SCC(=O)NN2C(=O)NC3(CCCCC3)C2=O)s1	-1.5%	.	.	3%	i	5	2.9	1.7	1.8	0.81	1408	0.086	-0.27	-0.29	-0.32	28%	-6.8%
CN(C)/C=N/c1nc2nccc(-c3ccccn3)n2n1	-1.1%	-1.0	1123	13%	i	25	1.5	1.6	8.8	-0.32	1312	-0.49	-0.31	-0.19	1.1	-49%	0.3%
O=C1/C(=C/c2ccccc2)SC(=S)N1N1C(=O)C2CC2C1=O (stereo unspecified)	0.7%	1.1	1086	13%	i	43	2.6	3.4	11	-0.15	1291	-0.54	-0.32	-0.27	1.1	10%	0.2%
Cc1ccc(-c2noc(C3CCCCC3)n2)cc1	-1.1%	6.2	1363	-3%	i	6	1.9	2.2	5.1	1	1599	0.17	-0.23	-0.75	-0.34	3%	0.1%
O=C(c1ccccc1)c1coc2ccc(O)c(Cl)c12	-1.4%	-0.4	1136	-5%	i	10	4.1	3.4	3.1	.	.	-0.58	-0.22	-0.056	0.052	-8%	2.6%
O=C(N/N=C/c1ccccc1[N+](=O)[O-])c1ccc2c(c1)OCCO2	.	0.3	1370	13%	.	.	.	.	.	-0.41	1081	-0.34	-0.79	-0.36	-0.066	4%	0.0%
CCOC(=O)c1c(C)c(C(=O)NCc2ccc(OC)cc2)c(C)n1C	-0.5%	1.9	977	5%	i	10	2.0	1.6	8.9	0.42	1606	-0.17	-0.16	-0.2	0.17	-5%	0.2%
O=C(COc1ccc(S(=O)(=O)N2CCCCC2)cc1)NCc1ccncc1	3.6%	0.2	1022	3%	i	-2	2.9	2.5	18	0.2	1169	-0.11	0.44	0.22	-1.1	1%	0.7%
O=C(NCc1cccnc1)c1cnc2n(c1=O)CCS2	-3.0%	-3.7	517	4%	i	6	3.0	1.7	5.5	.	.	1.8	-0.2	0.89	-0.91	0%	0.3%
COc1ccc(-n2c(CNC(=O)c3ccc(S(=O)(=O)N4CCCC4)cc3)n[nH]c2=S)cc1	-0.9%	-3.0	1326	10%	i	12	6.0	3.0	5.9	0.4	1566	-0.43	-0.29	-0.11	0.29	-14%	2.7%
CSCCC(NS(=O)(=O)c1ccc(Cl)cc1)C(=O)OCC(=O)NC1CC1 (stereo unspecified)	-0.7%	-0.8	1350	-2%	i	-4	1.6	1.8	6.7	-1.2	1667	0.062	-0.22	-0.097	-0.23	1%	0.2%
C=CCNC(=O)c1ccc(Sc2ccccc2)c([N+](=O)[O-])c1	-0.2%	0.4	1372	10%	i	-22	2.9	1.7	5.6	0.19	1634	-0.069	-0.22	-0.34	0.39	2%	0.0%
Cc1cc(SCNC(=O)c2ccccc2)nc(C(C)C)n1	2.3%	-2.6	1036	5%	i	0	2.5	2.0	1.1	-0.2	1315	-0.35	-0.19	-0.21	0.67	25%	-0.4%
CCNc1ccccc(-c2ccc3ccccc3n2)c1=O	-3.0%	-2.8	565	8%	i	42	2.4	2.3	1.5	0.38	1299	0.33	-0.2	0.18	-0.23	1%	1.1%[50 µM]
